MmCpn inh – blocks the Methanococcus maripaludis chaperonin Mm-Cpn. purified Mm-Cpn ATPase, ADP Transcreener TR-FRET. Potency, µM (top dose mostly 76.9 µM), for the others: top-dose activity, negative = inhibition, actives largely listed as inhibitors. 330,000 tested, 0.031% active. AID 504842; further: potency means the concentration at half of the fitted maximal effect; on the % scale 0 is the no-effect control and ±100 the full control effect; nearly all actives have a fitted effect of over 80% in size
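ATPase turnover read by TR-FRET ADP competition (Eu cryptate antibody/ADP-d2, 665/590 nm): 10uM ATP final, 25nM Mm-CPN final, 30 min 37degC after 10-min compound preincubation, pH 7.4 Tris/KCl/MgCl2/DTT buffer.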
EPAC2 agonist – EPAC2 (human) agonism; Q8WZA2; EPAC2 activation, biochemical qHTS; response scale: 100% = 6.5 mM cAMP response; Potency, µM (titrated, usually from 154 µM), for the others: at the top dose activation, actives largely listed as activators; 360,000 tested, 0.079% active; AID 720711; further: potency means the concentration at half of the fitted maximal effect; nearly all actives have a fitted effect of over 50% in size
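Compounds were added across a concentration range to EPAC2 (100 nM), RAP1B-BODIPY-GDP (250 nM) and GDP (50 uM). After 5 min at room temperature, fluorescence was recorded at 5-min intervals for 30 min.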
D3 ag – agonists of human D3 dopamine receptor; P35462; D3R DiscoveRx beta-arrestin cells, luminescence, 90 min; max activation, %; 410,000 tested, 0.58% active; in the data active means max activation above about 30%; further: 0% is about no effect; mostly tested at two doses, the higher about 12 µM
Target sequence (P35462 whole entry, looked up): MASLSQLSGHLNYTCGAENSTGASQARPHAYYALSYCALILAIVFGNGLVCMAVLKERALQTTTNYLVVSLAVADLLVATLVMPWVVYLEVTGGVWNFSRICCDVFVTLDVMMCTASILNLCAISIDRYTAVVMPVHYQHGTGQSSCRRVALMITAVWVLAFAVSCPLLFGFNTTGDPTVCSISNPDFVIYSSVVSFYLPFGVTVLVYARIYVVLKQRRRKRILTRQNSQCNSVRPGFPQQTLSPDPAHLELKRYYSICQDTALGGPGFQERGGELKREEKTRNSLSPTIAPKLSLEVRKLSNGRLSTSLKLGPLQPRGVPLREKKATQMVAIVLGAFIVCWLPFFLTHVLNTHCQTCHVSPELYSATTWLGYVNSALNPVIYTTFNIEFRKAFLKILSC
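Agonist-mode cell screen: cells plated at 1500/well and incubated overnight at 37 °C, then exposed to library compounds for 90 min at 37 °C. Detection reagent was added for 30–60 min at room temperature, and luminescence was read.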
pAkt inh – Akt phosphorylation inhibition. activity change, % for hits at 50 µM. 360,000 tested, 0.32% active. AID 651550. Neuro2A IGF-stimulated pAkt S473 HTRF, 20 min; hits give low values; in the data active means activity change below about -80%; inconclusive means mostly about -51% to -80%; further: on the % scale 0 is the no-effect control and ±100 the full control effect
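Neuro2A cells in DMEM with 0.5% FBS, overnight at 37 deg C, given compound at single 50 µM final, then IGF (6 nM final) for 20 min at 37 deg C. Lysed; phospho-Akt Ser473 by HTRF after 24 h, 665/615 ratio.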
EPAC2 antag – blocks human EPAC2 exchange factor. EPAC2 GEF exchange of Rap1B-BODIPY-GDP, fluorescence. Q8WZA2. 360,000 tested, 0.18% active. Potency, µM (highest dose often 114 µM), inactives show at the highest dose activity, negative = inhibition, most hits filed as inhibitors; further: potency means the concentration at half of the fitted maximal effect; on the % scale 0 is the no-effect control and ±100 the full control effect; nearly all actives have a fitted effect of over 45% in size; many of its hits are not listed in these tables
DRD3 antagonist – blocks the human D3 dopamine receptor; P35462; D3R cells, DiscoveRx beta-arrestin luminescence, antagonist mode; hits give low values; max response, negative = inhibition, %; 360,000 tested, 2.5% active; AID 652054; in the data active means max response below about -50%; inconclusive means no clear call, values can overlap the other calls; further: on the % scale 0 is the no-effect control and ±100 the full control effect; mostly tested at two doses, the higher about 12 µM
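Cells plated overnight at 1500 cells/well, then exposed to library compounds with dopamine controls for 90 minutes at 37 degrees C. DiscoveRx reagent added for 30–60 minutes at room temperature; luminescence read, quantitative HTS format.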
PTHR1 ag – PTHR1 (human) receptor agonism; Potency, µM (top dose mostly 115 µM), for the others: at the highest dose activation, hits mostly activators; AID 743266; Q03431; 410,000 tested, 0.075% active; HEK293 GP2 PTHR1 cells, GloSensor cAMP luminescence, 1 h; further: potency means the concentration at half of the fitted maximal effect; nearly all actives have a fitted effect of over 55% in size; some results filed as inactive show a strong effect at the top dose; inactives centre near -15; many of its hits are not listed in these tables
Target sequence (Q03431 whole entry, looked up): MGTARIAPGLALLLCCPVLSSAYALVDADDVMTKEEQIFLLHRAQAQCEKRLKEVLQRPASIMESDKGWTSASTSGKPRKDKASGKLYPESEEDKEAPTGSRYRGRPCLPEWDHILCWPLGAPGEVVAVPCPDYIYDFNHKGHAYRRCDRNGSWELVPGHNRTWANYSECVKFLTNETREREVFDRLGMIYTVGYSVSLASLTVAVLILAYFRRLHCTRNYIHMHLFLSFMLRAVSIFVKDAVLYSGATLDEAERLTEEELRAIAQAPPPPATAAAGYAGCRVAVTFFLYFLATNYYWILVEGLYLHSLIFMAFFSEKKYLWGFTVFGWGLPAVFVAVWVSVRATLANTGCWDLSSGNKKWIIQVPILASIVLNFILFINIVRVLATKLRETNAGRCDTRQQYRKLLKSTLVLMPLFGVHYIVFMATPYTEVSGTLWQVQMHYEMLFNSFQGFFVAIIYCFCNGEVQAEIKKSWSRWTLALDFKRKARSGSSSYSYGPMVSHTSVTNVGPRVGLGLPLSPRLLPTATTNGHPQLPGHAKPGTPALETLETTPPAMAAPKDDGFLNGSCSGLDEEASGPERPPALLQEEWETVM
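HEK-293-derived GP2 cells expressing PTHR1 and a GloSensor cAMP reporter, 3,000/well, plated overnight, given luciferin plus IBMX (each 0.5 mM as added) for 1 h at 37 °C, then compound for 1 h at 37 °C. Luminescence was read after 15 min at room temperature.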
CCT modulator – cytosolic chaperonin activity modulation. purified chaperonin ATPase assay, HTRF ADP detection, 30 min. activity change, % (no concentration beside the values), hits read low. 360,000 tested, 0.3% active. AID 651819; in the data active means activity change below about -30%; further: on the % scale 0 is the no-effect control and ±100 the full control effect
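ATPase activity: ADP formed was measured by HTRF Transcreener (665/615 nm ratio) after 30 min at 37 deg C with 10 uM ATP. Compounds screened at one 76 uM concentration against 40 or 20 nM TRiC in Tris pH 7.4/KCl/MgCl2/DTT buffer.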
The depositor's hits bear a star; i = inactive; ? = inconclusive; nt = not tested or not shown; & = joins results of further samples; [ ] = dose if it differs, or a comment. Unless noted, the call rests on the fitted dose curve; in most records, active means well fitted curve in the direction sought with a large enough effect; inconclusive means small, poorly fitted or top-dose-only effect, or another doubt; inactive means no such curve, though single readings can be large; an effect the other way counts as inactive or inconclusive. Some of the compounds tested; count on the stated rates, not on these rows.

Start of the listing, in advance, 2 compounds:
SMILES	MmCpn inh	EPAC2 agonist	D3 ag	pAkt inh	EPAC2 antag	DRD3 antagonist	PTHR1 ag	CCT modulator
O=C(NCc1ccc(Cl)cc1)c1cnccn1	0%	-14%	0	i	11%	-14	-14%	-2.5
CN(C)/C(=N\S(=O)(=O)c1ccccc1)c1ccc([N+](=O)[O-])cc1	2%	5%	1	i	1%	-28	-2%	-0.4

Results, from the first entry:
SMILES	MmCpn inh	EPAC2 agonist	D3 ag	pAkt inh	EPAC2 antag	DRD3 antagonist	PTHR1 ag	CCT modulator
O=C(NCc1ccc(Cl)cc1)c1cnccn1	0%	-14%	0	i	11%	-14	-14%	-2.5
CN(C)/C(=N\S(=O)(=O)c1ccccc1)c1ccc([N+](=O)[O-])cc1	2%	5%	1	i	1%	-28	-2%	-0.4
Nc1cc(S(=O)(=O)Nc2ccc(Cl)cc2)ccc1N1CCOCC1	-1%	-6%	-1	i	-9%	-18	-31%[inhibitor]	-0.5
O=c1c2ccccc2nc2c3ccccc3cnn12	0%	3%	2	i	-1%	4	-14%	-3.1
COC(=O)CSc1nnc(-c2cccs2)n1-c1ccc(Cl)cc1	0%	5%	-2	i	-4%	5	i	-0.3
Cn1cccc1C(=O)C(=O)Nc1ccccc1C(F)(F)F	0%	7%	-8	i	3%	0	-62%[inhibitor]	0.2
CS(=O)(=O)Nc1ccc2c(c1)ncn2CCc1ccccc1	2%	14%	-4	i	14%	2	i	-24
Cc1cc(NC(=O)CSc2nnc(C3COc4ccccc4O3)n2N)no1 (configuration not stated)	-5%	4%	0	i	10%	6	i	-3.3
O=C(Cc1cc(C(=O)O)c2ccccc2n1)Nc1ccccc1	-9%	8%	-7	i	4%	-13	-17%	-2.0
CC1=C(C(=O)OC(C)(C)C)C(c2ccco2)C(C#N)=C(N)O1 (configuration not stated)	-2%	-12%	6	i	-11%	-7	i	0.1
C=CCN1C(=O)/C(=C/C(=O)OC)S/C1=N\NC(=O)c1ccccc1	-2%	9%	5	i	3%	11	-35%[inhibitor]	0.5
OCC1(CCc2ccccc2)CCN(Cc2cnc(N3CCCC3)s2)CC1	2%	-1%	-23	i	-9%	?	i	0.0
N#Cc1c(-c2ccccc2)cc2nc3ccccc3n2c1N	0%	0%	1	i	-25%	1	i	-0.4
CN(C)NC(=O)c1ccc([N+](=O)[O-])s1	-3%	8%	0	i	0%	-23	7%	-0.3
COc1ccccc1OCc1nc(C#N)c(NCCCn2ccnc2)o1	0%	1%	1	i	-4%	1	-4%	1.5
CCOc1ccc(S(=O)(=O)N2CCC(C(=O)N3CCCCCC3)CC2)cc1C	3%	0%	-15	i	-13%	-5	-14%	1.4
COc1ccc(C)cc1S(=O)(=O)N1CCC2(CC1)OCCN2S(=O)(=O)c1ccccc1	2%	4%	-15	i	1%	3	-5%	-1.2
COc1cc(NC(=O)c2sc(C)nc2C)c(OC)cc1NC(=O)c1ccccc1	-1%	-8%	8	i	6%	35	-13%	1.6
COc1cc(C(=O)Nc2nc3ccc(S(=O)(=O)N4CCOCC4)cc3s2)cc(OC)c1OC	-9%	9%	3	i	-10%	?	i	-2.3
COc1ccc(N2CCN(C(=O)C(Cc3ccccc3)n3cccc3)CC2)cc1 (configuration not stated)	0%	14%	0	i	-17%	-8	-45%[inhibitor]	-2.5
CN(CCNC(=O)c1ccc(CS(=O)(=O)c2c(Cl)cccc2Cl)o1)CCc1ccccc1	-1%	10%	-10	i	3%	?	i	0.3
O=C1NC[C@@H](CCCCN2C[C@H](Cc3ccc(O)cc3)N(CCc3ccccc3)C(=O)C2=O)N(Cc2ccccc2)C1=O	nt	-1%	4	i	-4%	4	-6%	0.3
Clc1ccc2c(NCc3cccs3)ncnc2c1	5%	1%	0	i	-5%	-3	-38%[inhibitor]	0.3
O=[N+]([O-])c1ccc(S(=O)(=O)NCC(c2cccnc2)N2CCc3ccccc3C2)cc1 (configuration not stated)	1%	6%	-4	i	-2%	3	i	-1.8
COc1ccc(CCNC(=O)c2cc(=O)c3cc(C)ccc3o2)cc1	1%	4%	1	i	6%	-18	i	-2.9
COc1ccc(C(C)=O)cc1COC(=O)c1ccc(OCc2c(C)noc2C)cc1	3%	5%	2	i	2%	9	-8%	-2.0
Nc1[nH]n(-c2ccccc2)c(=O)c1N=Nc1ccc2ncsc2c1	-7%	14%	0	i	1%	-10	?	-3.1
Cn1ncc2c(O/N=C(\N)c3ccc(C(F)(F)F)cc3)ncnc21	1%	-1%	4	i	-13%	-1	?	0.0
O=C(O)Cc1cccc2c(=O)cc(-c3ccccc3)oc12	nt	8%	7	i	4%	4	7%	0.5
Cn1nc(OCC(=O)O)cc1C(F)(F)F	2%	5%	-8	i	9%	7	-5%	0.4
COC(=O)c1cccc(-n2c(CCC(=O)O)ccc2-c2cccs2)c1	-1%	7%	14&4	i	-2%	-3	i	-3.5
Cc1ccc2nc(-c3ccncc3)cc(C(=O)N3CCOCC3)c2c1	2%	-8%	7	i	5%	1	i	-4.7
Nc1nnnn1/N=C/c1cc(Cl)ccc1O	-2%	10%	1	i	4%	14	-24%	-6.5
COc1ccc(S(=O)(=O)N2CCN(CC(=O)N3c4ccccc4CC3C)CC2)cc1OC (configuration not stated)	1%	0%	4	i	-2%	1	i	1.4
O=C(c1cc(-c2ccc(Cl)s2)nc2ccccc12)N1CCCC1	nt	-3%	1	i	4%	-7	i	-0.3
COc1cc(OC)c(C2=NOC(C(=O)NCCc3ccccc3)C2)cc1Cl (configuration not stated)	0%	2%	-4	i	-3%	16	-3%[57.5 µM]	0.2
CN(C)S(=O)(=O)c1cccc(COC(=O)c2ccc(Cl)cc2O)c1	-1%	7%	-5	i	6%	9	-89%[inhibitor]	-0.3
O=C(COc1nncc2ccccc12)Nc1ccc(Br)cc1F	-12%	9%	-9	i	3%	-13	i	-3.0
CCOC(=O)c1cccc(NC(=O)Cn2nc(C)n3cccc3c2=O)c1	-2%	7%	3	i	1%	2	-2%	1.6
Cc1oc(-c2ccc(Cl)cc2)nc1CN1CCCC(C(=O)NCCCN2CCCC2=O)C1 (configuration not stated)	-3%	7%	-6	i	4%	-22	-66%[inhibitor]	0.9
CCOC(=O)CC(=O)CSc1nc2ccc(C)cc2cc1C#N	-8%	100µM*	-2	i	36%[activator]	-4	-11%	1.1
Cc1cccc(OCCC(=O)Nc2cc(S(=O)(=O)N3CCCCC3)ccc2N2CCOCC2)c1	-9%	-5%	5	i	-14%	3	i	-0.7
O=[N+]([O-])c1ccc(Sc2ncccn2)c([N+](=O)[O-])c1	2%	2%	-14	i	8%	-22	-36%[inhibitor]	0.4
CN(C)CCCNc1oc(-c2ccccc2)nc1C#N	-4%	7%	-11	i	-3%	24	-3%[57.5 µM]	-2.2
Cn1c(=O)c([N+](=O)[O-])c(NCc2ccccc2Cl)c2ccccc21	3%	11%	-3	i	-12%	19	-44%[inhibitor]	0.8
Cc1ccsc1/C=N/Nc1nc(=O)[nH]nc1C	2%	2%	1	i	13%	-16	-13%	1.2
Cc1ccc(CC(=O)N/N=C/c2ccc(OC(=O)c3ccc([N+](=O)[O-])cc3)cc2)cc1	1%	4%	-1	i	0%	-12	i	-1.9
Cc1ccc([C@H]2C[C@H](O)[C@@H](n3cc(COC(=O)c4ccccc4)nn3)CN2Cc2cccs2)cc1	nt	11%	-2	i	-10%	11	-15%	-2.4
COc1cc(OC)cc(-c2noc(-c3csc([C@H]4C[C@H](O)[C@@H](CO)O4)n3)n2)c1	nt	4%	2	i	-11%	9	-66%[inhibitor]	-0.5
CC1CC(C)CN(C(=O)COC(=O)CNS(=O)(=O)/C=C/c2ccccc2)C1 (configuration not stated)	-1%	-15%	-10	i	15%	-29	-47%	0.6

Next part
SMILES	MmCpn inh	EPAC2 agonist	D3 ag	pAkt inh	EPAC2 antag	DRD3 antagonist	PTHR1 ag	CCT modulator
CCc1ccc([C@@H]2C[C@H]3[C@@H](CN2S(=O)(=O)c2ccc(C)cc2)C(=O)C[C@@H](c2ccc(C)cc2)N3S(=O)(=O)c2ccc(C)cc2)cc1	nt	2%	8	i	0%	8	-20%	1.0
CCOC(=O)C(=O)Nc1nc(-c2ccccc2)c(CC)s1	-1%	-6%	1	i	-13%	23	-5%	0.0
COc1cc(C(=O)CSc2nncn2C)cc(OC)c1OC	1%	2%	3	i	13%	37	i	-1.9
Cc1ccc2cc(CN(CCN3CCCC3)C(=O)Nc3ccc(F)cc3)c(=O)[nH]c2c1C	-4%	7%	-24	i	22%	-78*	i	-0.8
Cc1c(NC(=O)COC(=O)c2cc3c4ccccc4n(C)c3s2)c(=O)n(-c2ccccc2)n1C	0%	7%	-1	i	-5%	-23	-2%[57.5 µM]	-2.1
C/C(=N\NC(=O)CNc1ccccc1Cl)C(C)(C)C	2%	5%	0	i	9%	22	i	0.0
C/C=C/c1cccc(-c2nc(C(=O)NC3Cc4ccccc4C3)cc3c2[C@@H](CCO)N(C(C)=O)C3)c1	nt	-3%	-5	i	-4%	32	-21%	0.7
C/C(=C\c1ccccc1)CN1CCN(C)CC1	-2%	9%	-5	i	0%	-56*	i	-1.3
O=C(NCCc1ccc2c(c1)OCCO2)c1cccc(S(=O)(=O)N2CCCC2)c1	-1%	16%	0	i	8%	6	i	-0.2
CC(C)(C)c1ccc(C(=O)CSc2n[nH]c(=O)[nH]c2=O)cc1	2%	1%	7	i	9%	-7	-17%	-0.2
CC(=O)C1=C(O)C(=O)N(Cc2ccccc2)C1c1cccc([N+](=O)[O-])c1 (configuration not stated)	-1%	-1%	20	i	7%	-12	-18%	0.1
COc1ccc(CCNC(=O)Cc2cc(OCc3ccccc3)c(OC)cc2[N+](=O)[O-])cc1OC	0%	20%	-7	i	-1%	-21	-2%[57.5 µM]	-5.4
COc1ccc(Cc2nnc(Nc3c(C)cccc3C)o2)cc1OC	-1%	-1%	11	i	1%	0	i	-1.5
Cc1nn(-c2cccc(Cl)c2)c2c1C(c1ccncc1)C(C#N)=C(N)O2 (configuration not stated)	-2%	-5%	-6	i	0%	?	-3%[57.5 µM]	0.9
O=C(c1ccco1)N1CCCC(c2nc3c(nnn3Cc3cccc(Cl)c3)c(=O)[nH]2)C1 (configuration not stated)	-1%	-7%	-2	i	-2%	-27	-74%[inhibitor]	1.9
